Source: PubChem BioAssay
WRN helicase inh: blocks human WRN helicase. WRN helicase unwinding, fluorescent forked duplex, kinetic. actives 0.46% (n = 360,000). Q14191. Potency, µM (series often up to 114 µM), inactives show at the top dose activity change, negative = inhibition, usual class: inhibitors; note: potency is the fitted concentration of half-maximal effect; % is set by controls: 0 for no effect and ±100 for the full control effect; nearly all actives have a fitted effect of over 55% in size
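Kinetic red-fluorescence monitoring (525/598 nm) tracks WRN helicase activity after 100 nM fluorophore-quencher forked duplex and 2 mM ATP are added to 20 nM enzyme pretreated 15 min at room temperature with compound.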
Abeta yeast res: restores growth of yeast expressing A-beta42 peptide | yeast expressing A-beta42, growth rescue, OD600, 48 h; response scale: 0% DMSO, 100% iron-clioquinol control | Potency, µM (titrated, usually from 46.1 µM), for inactives: top-dose growth rescue, usual class: activators | actives 0.063% (n = 410,000); note: potency is the fitted concentration of half-maximal effect; nearly all actives have a fitted effect of over 55% in size
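Yeast growth medium received pinned compounds, then yeast cells expressing toxic A-beta were added; plates incubated at 30 C for 48 hr. Growth read as absorbance at 600 nm, normalized to DMSO and equimolar FeCl3 plus clioquinol controls.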
PLK1 PBD inh: inhibitors of human PLK1 polo-box domain binding; P53350; Plk1 PBD binding of FITC phosphopeptide, fluorescence polarization; Potency, µM, inactives show max response, negative = inhibition, usual class: inhibitors; actives 2.8% (n = 360,000); AID 720504; note: potency is the fitted concentration of half-maximal effect; series mostly up to about 57 µM; % is set by controls: 0 for no effect and ±100 for the full control effect; nearly all actives have a fitted effect of over 65% in size
Target sequence (P53350 whole entry, looked up, the tested form may be a part): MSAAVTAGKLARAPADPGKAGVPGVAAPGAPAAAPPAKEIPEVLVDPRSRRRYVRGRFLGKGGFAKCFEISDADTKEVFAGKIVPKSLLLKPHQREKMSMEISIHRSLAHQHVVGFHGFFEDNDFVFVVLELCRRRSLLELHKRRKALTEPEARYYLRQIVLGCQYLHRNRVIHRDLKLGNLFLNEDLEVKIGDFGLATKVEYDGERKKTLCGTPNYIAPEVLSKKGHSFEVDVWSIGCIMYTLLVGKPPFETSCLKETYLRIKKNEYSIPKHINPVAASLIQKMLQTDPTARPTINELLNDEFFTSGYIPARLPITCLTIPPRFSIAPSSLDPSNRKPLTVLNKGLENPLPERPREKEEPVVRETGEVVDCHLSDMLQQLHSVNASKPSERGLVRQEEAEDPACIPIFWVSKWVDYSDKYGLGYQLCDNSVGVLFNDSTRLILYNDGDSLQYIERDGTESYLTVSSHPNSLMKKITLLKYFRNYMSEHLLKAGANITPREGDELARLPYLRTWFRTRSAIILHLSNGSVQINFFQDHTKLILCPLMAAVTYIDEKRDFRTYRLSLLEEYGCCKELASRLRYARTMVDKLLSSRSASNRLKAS
FUS yeast rescue: rescues growth of FUS-expressing yeast. actives 0.24% (n = 390,000). S. cerevisiae FUS-expressing, growth rescue, OD600, 24 h. Potency, µM (doses to about 76.6 µM), for the others: at the highest dose growth rescue (activation), hits mostly activators. AID 1347120;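 note: potency is the fitted concentration of half-maximal effect; plate controls were DMSO vehicle for no effect and reference control for full effect; nearly all actives have a fitted effect of over 55% in size; some results filed as inactive show a strong effect at the top dose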
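Restored growth of FUS-toxic S. cerevisiae, read as 600 nm absorbance after 24 h at 30C in galactose medium (starting OD 0.005). Controls CP55940 and DMSO.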
IL-2 act: activates IL-2 in a cell-based reporter assay; IL-2 activation reporter assay, cell-based qHTS; stimulated with anti-CD3/CD4/CD28 beads; in transgenic mouse T cells; actives 0.065% (n = 360,000); activation, % (series mostly up to about 46 µM); in the data active = activation above about 50%; inconclusive = mostly about 30% to 49%; note: 0% is about no effect
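Unstimulated transgenic mouse T cells; 60-min compound exposure; bead-based TCR/CD4/CD28 stimulation; 18 h culture, 37 degrees C; dual fluorescence (EGFP, DsRed) plate cytometry.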
EPAC1 agonist: activates human EPAC1 exchange factor. actives 0.073% (n = 360,000). EPAC1 agonist qHTS, biochemical assay; response scale: 100% = response to 6.5 mM cAMP. O95398. Potency, µM (doses to about 154 µM), without a hit: at the highest dose activation, actives largely listed as activators; note: potency is the fitted concentration of half-maximal effect; nearly all actives have a fitted effect of over 60% in size
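Multi-concentration qHTS readout: loss of Rap1B-bound BODIPY-GDP fluorescence driven by 100 nM EPAC1 with excess GDP (50 uM), monitored kinetically at room temperature; agonist response expressed relative to 6.5 mM cAMP.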
EPAC1 antagonist: antagonists of human EPAC1. O95398. EPAC1 GEF assay, Rap1b-BODIPY-GDP exchange fluorescence. Potency, µM (titrated, usually from 115 µM), without a hit: at the top dose activity change, negative = inhibition, actives largely listed as inhibitors. actives 0.14% (n = 360,000);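 note: potency is the fitted concentration of half-maximal effect; plate controls were vehicle for no effect and positive control for full effect; nearly all actives have a fitted effect of over 50% in size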
PI5P4K alpha inh: inhibitors of human PI5P4K alpha. P48426. PI5P4Kalpha enzyme, ADP-Glo luminescence, 60 min; active compounds read low. max response, %. actives 1.2% (n = 330,000). AID 652105; active = max response of -50% or lower; inconclusive = between -30% and -50%; inactive = -30% or higher; note: value at the top dose of about 77 µM; % is set by controls: 0 for no effect and ±100 for the full control effect
Target sequence (P48426 whole entry, looked up): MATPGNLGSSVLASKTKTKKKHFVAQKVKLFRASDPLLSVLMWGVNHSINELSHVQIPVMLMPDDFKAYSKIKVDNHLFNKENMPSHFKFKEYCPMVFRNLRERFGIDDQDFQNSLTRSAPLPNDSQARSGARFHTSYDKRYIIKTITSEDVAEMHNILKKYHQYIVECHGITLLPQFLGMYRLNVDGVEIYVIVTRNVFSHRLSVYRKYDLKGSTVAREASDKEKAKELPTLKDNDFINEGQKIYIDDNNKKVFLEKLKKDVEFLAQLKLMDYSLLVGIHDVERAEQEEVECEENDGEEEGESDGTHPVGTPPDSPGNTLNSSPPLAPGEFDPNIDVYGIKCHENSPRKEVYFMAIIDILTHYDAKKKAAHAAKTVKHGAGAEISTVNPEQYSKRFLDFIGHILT
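Enzyme plus substrate dispensed, test compounds pinned in, then ATP (5 microM final) added. After 60 min at RT, ADP-Glo reagent 1 for 45 min and reagent 2 for 30 min preceded luminescence imaging.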
* marks the source's active call; other numbers are inactive results; ? = inconclusive; . = no result given; [ ] = another dose, or the depositor's remark. Unless noted, calls come from the whole dose curve; as a rule, active = well fitted curve in the direction sought with a large enough effect; inconclusive = small, poorly fitted or top-dose-only effect, or another doubt; inactive = no such curve, though single readings can be large; an effect the other way counts as inactive or inconclusive. No enrichment for hits. Share with any hit: about 4.1%.

1. CC1CCCC(NC(=O)COc2ncnc3ccccc23)C1C (stereo not given)
2. Cc1nc(Nc2cc(F)ccc2C)c2nnn(Cc3ccccc3)c2n1
3. CCCN1C(=O)C(O)(C/C(C)=N/O)c2ccccc21 (stereo not given)
4. CCCCC(c1nnnn1C1CCCC1)N1CCN(C2CCCC2)CC1 (stereo not given)
5. Oc1cc2c(cc1C(c1ccc(Cl)c(Cl)c1)N1CCCC1)OCO2 (stereo not given)
6. C/C(=N\NC(=S)NC(C)C)c1cccc([N+](=O)[O-])c1

screen / no.,1,2,3,4,5,6
WRN helicase inh,-4%,-14%,-1%,-9%,?,3%
Abeta yeast res,3%,2%,-18%,-7%,?,?
PLK1 PBD inh,-7%,24µM*,-5%,-2%,1.2µM*,-2%
FUS yeast rescue,.,15%,-1%,-3%,7%,9%
IL-2 act,-2.4,-0.2,0.9,0.7,-0.1,2.0
EPAC1 agonist,2%,9%,-7%,0%,2%,-18%
EPAC1 antagonist,-1%,-1%,-3%,2%,-13%,-6%
PI5P4K alpha inh,0,-9,6,5,-74*,-3

7. CCOC(=O)Nc1ccc2nc(-c3cscn3)[nH]c2c1
8. O=C(NCc1ccc(Cl)cc1Cl)Nc1ccccc1
9. CCCN1CCC(=O)N([C@H](CO)Cc2ccccc2)CC1
10. COc1ccc(-c2ccc(CN3C(C(C)C)C(=O)N(Cc4cn(CCC5OCCCO5)nn4)CCS3(=O)=O)cc2)cn1 (stereo not given)
11. CN(C(=O)CSc1cccc[n+]1[O-])C1CCCCC1
12. COc1ccc(C2=CC(=O)C[C@H](c3ccc(Cl)cc3)C2)cn1

screen / no.,7,8,9,10,11,12
WRN helicase inh,-14%,-2%,3%,10%,?,-9%
Abeta yeast res,-21%,7%,0%,-11%,?,-28%
PLK1 PBD inh,-7%,4%,-5%,-3%,?,0%
FUS yeast rescue,-2%,6%,-14%,?,-4%,13%
IL-2 act,-1.2,-1.9,0.4,-1.4,-0.8,0.1
EPAC1 agonist,-4%,0%,4%,-6%,1%,2%
EPAC1 antagonist,-1%,-14%,6%,20%,-15%,10%
PI5P4K alpha inh,0,3,-1,-18,-11,-2

Given as tab-separated lines: part of the list above.
No.	smiles	WRN helicase inh	Abeta yeast res	PLK1 PBD inh	FUS yeast rescue	IL-2 act	EPAC1 agonist	EPAC1 antagonist	PI5P4K alpha inh
7	CCOC(=O)Nc1ccc2nc(-c3cscn3)[nH]c2c1	-14%	-21%	-7%	-2%	-1.2	-4%	-1%	0
8	O=C(NCc1ccc(Cl)cc1Cl)Nc1ccccc1	-2%	7%	4%	6%	-1.9	0%	-14%	3
9	CCCN1CCC(=O)N([C@H](CO)Cc2ccccc2)CC1	3%	0%	-5%	-14%	0.4	4%	6%	-1
10	COc1ccc(-c2ccc(CN3C(C(C)C)C(=O)N(Cc4cn(CCC5OCCCO5)nn4)CCS3(=O)=O)cc2)cn1 (stereo not given)	10%	-11%	-3%	?	-1.4	-6%	20%	-18
11	CN(C(=O)CSc1cccc[n+]1[O-])C1CCCCC1	?	?	?	-4%	-0.8	1%	-15%	-11
12	COc1ccc(C2=CC(=O)C[C@H](c3ccc(Cl)cc3)C2)cn1	-9%	-28%	0%	13%	0.1	2%	10%	-2

Remaining list, next part
13. CC(C)(C)c1nc2scc(-c3cccs3)c2c(=O)o1
14. CCN(CC)S(=O)(=O)c1cccc(N2CC(O)=C(c3ccccc3)C2=N)c1
15. S=C(NCc1ccncc1)Nc1ccccc1
16. COCCCN(C(=O)C1=COCCO1)c1c(N)n(Cc2ccccc2)c(=O)[nH]c1=O
17. CCCc1nc2c(=O)[nH]c3ccccc3c2o1
18. CCOc1ccc(CCNC(=O)c2ccc3ccccc3n2)cc1OCC

screen / no.,13,14,15,16,17,18
WRN helicase inh,-16%,7%,-6%,2%,-20%,0%
Abeta yeast res,-3%,-17%,-12%,0%,12%,-15%
PLK1 PBD inh,-3%,4%,-25%,-9%,-8%,0%
FUS yeast rescue,-6%,-3%,-32%,0%,5%,25%
IL-2 act,1.4,-1.2,-0.8,-1.4,4.0,-2.2
EPAC1 agonist,10%,-6%,-12%,1%,6%,-4%
EPAC1 antagonist,-23%,-6%,-3%,-3%,-4%,5%
PI5P4K alpha inh,11,0,8,1,1,-2

19. CC(C)CNC(=O)/C=C/C=C/c1ccc2c(c1)OCO2
20. O=C1C=C(c2ccc3ncccc3c2)C[C@@H](c2ccc(Cl)cc2)C1
21. CCC(=O)Nc1cccc(C(=O)OCc2cccc([N+](=O)[O-])c2)c1
22. CSc1ncccc1C(=O)OCC(=O)NC1CCS(=O)(=O)C1 (stereo not given)
23. CCOc1ccc(N(CC(=O)NCCSCc2ccc(Cl)cc2)S(C)(=O)=O)cc1
24. O=C1C2CC=CCC2C(=O)N1c1ccc(NCCc2cccc(F)c2)c([N+](=O)[O-])c1 (stereo not given)

screen / no.,19,20,21,22,23,24
WRN helicase inh,2%,-9%,-2%,-25%,3%,-22%
Abeta yeast res,-13%,-26%,-5%,2%,-5%,-2%
PLK1 PBD inh,-6%,2%,-17%,-6%,-17%,-11%
FUS yeast rescue,4%,?,3%,.,12%,.
IL-2 act,-0.4,-3.6,0.7,1.0,-0.4,-0.3
EPAC1 agonist,0%,-13%,6%,8%,-8%,7%
EPAC1 antagonist,-2%,-13%,2%,-2%,-18%,-18%
PI5P4K alpha inh,1,-1,1,-3,7,-1

25. COc1cc(/C=N/NC(=O)CNC(=O)/C=C/c2ccco2)cc(OC)c1OC
26. O=C(Nc1cccnc1)C1(c2ccc(Cl)cc2)CCCC1
27. Cc1cc(Nc2ccc(Cl)cc2)n(-c2cccc(Cl)c2)n1
28. O=c1[nH]nc(-c2cccs2)c2ccccc12
29. Cc1sc(-c2ccncc2)nc1OC(=O)c1ccccc1
30. O=C(Cc1cccc(C(F)(F)F)c1)NCC(c1ccco1)N1CCCCC1 (stereo not given)

screen / no.,25,26,27,28,29,30
WRN helicase inh,-3%[57.1 µM],6%,-15%,-2%,14%,-1%
Abeta yeast res,-13%,19%,-34%[inhibitor],0%,-21%,-7%
PLK1 PBD inh,-15%,-1%,-5%,-9%,-6%,-4%
FUS yeast rescue,4%,25%,-10%,4%,.,-1%
IL-2 act,2.6,-2.2,0.9,-0.4,-1.6,-0.8
EPAC1 agonist,-2%,6%,14%,12%,-6%,-15%
EPAC1 antagonist,-12%,11%,?,19%,5%,-1%
PI5P4K alpha inh,3,.,10,-2,-6,-4

31. CCN1CCN(C(=O)c2ccc(CSc3ccc(C)cc3)cc2)CC1
32. Cc1cccc(OCCC(=O)OCC(=O)N2CCc3ccccc32)c1
33. CCOC(=O)n1c(=O)n(Cc2ccc(Cl)c(Cl)c2)c2ccccc21
34. Cc1ccc(C=Nc2cccnc2N)cc1
35. Cc1nnc(SC(C(=O)Nc2cc(Cl)cc(Cl)c2)c2ccccc2)[nH]c1=O (stereo not given)
36. CCn1ncc(/C=N\NC(=O)Cc2ccc([N+](=O)[O-])cc2)c1C

screen / no.,31,32,33,34,35,36
WRN helicase inh,-5%,-3%,-19%,-23%,-11%,3%
Abeta yeast res,-21%,4%,-1%[9.22 µM],6%,-11%,-5%
PLK1 PBD inh,-12%,-4%,-5%,3%,?,-11%
FUS yeast rescue,-12%,12%,33%,-21%,-1%,4%
IL-2 act,-3.3,-1.0,-1.4,-1.5,-0.3,0.1
EPAC1 agonist,11%,15%,4%,11%,5%,8%
EPAC1 antagonist,2%,-2%,-13%,-5%,?,6%
PI5P4K alpha inh,.,5,7,0,1,-4

37. CCOc1ccc(CCN2CN(CC)CNC2=S)cc1OCC
38. CN(CCO)C1=CC(=O)CC(C)(C)C1
39. NC(=S)N/N=C1\CCOc2ccc(Cl)cc21
40. Cn1c(=O)[nH]c(=O)c2c1nc(Sc1ccccc1)n2CCc1ccccc1
41. CC1CCN(S(=O)(=O)c2ccc(Cl)cc2Br)CC1
42. Cc1ccc(-c2ccc(CN3C(C(C)C)C(=O)N(Cc4cn(CCC5OCCCO5)nn4)CCS3(=O)=O)cc2)cc1 (stereo not given)

screen / no.,37,38,39,40,41,42
WRN helicase inh,5%,6%,2%,1%,-14%,1%
Abeta yeast res,-9%,2%,?,8%,7%,-9%
PLK1 PBD inh,-7%,-6%,-6%,1%,-3%,-2%
FUS yeast rescue,39%,19%,19%,-18%,2%,?
IL-2 act,0.5,-2.9,-0.1,1.3,-3.7,-3.1
EPAC1 agonist,6%,10%,-11%,-7%,9%,-7%
EPAC1 antagonist,-7%,14%,8%,-6%,-8%,-13%
PI5P4K alpha inh,-4,1,3,1,1,5

43. O=C(Cc1ccccc1)NC(=S)Nc1ccc(N2CCCCC2)cc1
44. O=C(N/N=C/c1ccccn1)c1ccccc1
45. Cc1ccc(CNC(=O)C2CCN(S(=O)(=O)c3cccnc3)CC2)cc1
46. N#CC(c1ccccc1)c1cccc(Cl)n1 (stereo not given)
47. COc1ccc(CCN2C(=O)C3C4CC(C5C(C(=O)O)=NOC45)C3C2=O)cc1OC (stereo not given)
48. CS(=O)(=O)N(Cc1ccccc1)c1ccc(C(=O)Nc2cccnc2)cc1
49. O=C(NCCc1ccccc1)C(=O)N/N=C/c1ccccc1C(F)(F)F

screen / no.,43,44,45,46,47,48,49
WRN helicase inh,-7%,-22%,1%,-8%,3%,20%,-11%
Abeta yeast res,0%,6%,1%,-8%,6%,-2%,6%
PLK1 PBD inh,8%,-6%,3%,-10%,-7%,-4%,2%
FUS yeast rescue,.,.,-21%,-3%,8%,-7%,-16%
IL-2 act,2.3,-3.2,-0.9,0.0,-0.2,-1.9,0.9
EPAC1 agonist,-5%,5%,-2%,-12%,9%,5%,-3%
EPAC1 antagonist,-13%,-5%,9%,1%,1%,1%,-2%
PI5P4K alpha inh,2,1,5,0,3,.,.
